# PMI inhibition: human PMI inhibitors, high substrate, primary screen, biochemical, fluorescence intensity, high mannose 6-phosphate (AID 1220); recombinant PMI enzyme, coupled fluorescence intensity; higher % means a stronger effect; one-dose inhibition, % at 20 µM; IC50 in µM for titrated hits; actives 0.66% (n = 190,000)
# WT yeast gro inh: growth inhibition of WT yeast, mitochondrial fusion screen. actives 2.1% (n = 190,000). mitochondrial fusion phenotypic screen, WT strain. inhibition, % at 10 µM; in the data active means inhibition above about 58%; tested in S. cerevisiae
# Myeloid diff 2: promotes myeloid progenitor differentiation; calls only at 10 µM; ER-HoxA9 myeloid progenitors, lysozyme-GFP differentiation, flow cytometry; AID 624256; actives 1% (n = 360,000);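 active means normalized GFP-positive differentiation at or above the plate's own cutoff, the solvent-only control mean plus 3 SD; inconclusive means no clear call, values can overlap the other calls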;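 further: cells exposed to compound for four days before flow analysis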
# Siah-1 displacement: blockers of Siah-1 interaction with plectin peptide – biochemical, fluorescence polarization, rhodamine-plectin, uHTS, primary screen (AID 1817) | Siah-1 / rhodamine-plectin peptide fluorescence polarization; higher % means a stronger effect | one-dose displacement, % at 20 µM; IC50 in µM for titrated hits | actives 0.02% (n = 290,000);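 active means displacement of at least 50% at 20 µM, with a fluorescence ratio check between 0.3 and a set limit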;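 further: plate controls were Siah plus tracer with DMSO for no effect and tracer alone without Siah for full effect; strong numbers were not always called active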
# Salmonella PhoP GFP: inhibitors of PhoP regulon expression, primary screen, Salmonella Typhimurium, GFP reporter (AID 1863) | one-dose inhibition, % at 50 µM; IC50 in µM for titrated hits | S. Typhimurium PhoP-regulated promoter GFP reporter, 4 h; higher % means a stronger effect | actives 0.16% (n = 300,000);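 active means inhibition over 29.93%, a cutoff 3 SD above the screen mean, later confirmed by dose response; inconclusive means inhibition over 29.93% but no dose response follow-up; inactive means inhibition at most 29.93% or unconfirmed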;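 further: 0% = low Mg2+ inducing control and 100% = high Mg2+ repressing control; strong numbers were not always called active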
# RSV CPE inhibition: inhibition of RSV-induced cytopathic effect – HEp-2 cells, primary 10 µM value included (AID 2391); HEp-2 cells, RSV-induced CPE inhibition; higher % means a stronger effect; CPE inhibition, % at 10 µM, or IC50 in µM where a hit was titrated; actives 0.13% (n = 310,000); in the data active means a potency from the dose series; inconclusive means CPE inhibition mostly from about 23% at the one dose, without a potency; inactive means the rest, 99 in 100 with CPE inhibition below about 21%; further: strong numbers were not always called active
# human PMI inhibition: MPI enzyme activity inhibition – biochemical, fluorescence intensity, coupled assay, primary screen (AID 1209); actives 0.42% (n = 190,000); purified PMI enzyme, coupled fluorescence intensity; higher % means a stronger effect; inhibition, % at 20 µM, or IC50 in µM where a hit was titrated;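 further: plate controls were DMSO vehicle for no effect and wells lacking substrate for full effect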
# XIAP displacement: XIAP antagonists, biochemical, IAP family, fluorescence polarization (AID 1018) | actives 0.007% (n = 200,000) | displacement, % at 20 µM; hits with a dose series show IC50 in µM | XIAP BIR domain, fluorescence polarization peptide displacement; higher % means a stronger effect; in the data active means displacement above about 50%; further: a part of the inactive calls stands beside numbers as strong as those of hits
# TNAP activators: human TNAP enzyme activators, primary screen, biochemical, luminescent, no phosphate acceptor, uHTS (AID 1001) | actives 0.03% (n = 200,000) | activation fold at 20 µM, or EC50 in µM where a hit was titrated | purified TNAP, luminescent activation assay, no phosphate acceptor; higher activation fold means a stronger effect; in the data active means activation fold from about 3, or a potency from the dose series; inactive means the rest, 99 in 100 with activation fold below about 1.6; further: many of its hits are not listed in these tables
# WT yeast gro inh mutant strain: recorded beside WT yeast gro inh, whose call it bears; inhibition, %; mitochondrial fusion phenotypic screen, mutant strain inhibition
# Myeloid diff 2 GFP+ MAC1+ %: second read-out of Myeloid diff 2, no call of its own (marks repeat the call); GFP+ MAC1+ double positive, %; measured here: differentiation confirmed by MAC1 staining
# Active calls of the source: *; i = inactive; ? = inconclusive; / = no result given; + = active, no number. Unless noted, no stated cut-off is given here; in the data, active means inhibition above about 50%; inactive means the rest.
SMILES,PMI inhibition,WT yeast gro inh,WT yeast gro inh mutant strain,Myeloid diff 2,Myeloid diff 2 GFP+ MAC1+ %,Siah-1 displacement,Salmonella PhoP GFP,RSV CPE inhibition,human PMI inhibition,XIAP displacement,TNAP activators
CCOC(=O)C1CCN(c2c(C(=O)c3ccccc3)cnc3ccc(CC)cc23)CC1,9%,76*,72*,i,5.5,0%,6%,3.1%,0%,-6.3%,1
Cc1nn(C)c(C(=O)NNC(=S)NCc2ccco2)c1Cl,31%,23,1,i,0.3,-4%,6%,0.7%,44%,-12%,2.5
O=C(N/N=C/c1cccc(O)c1)N/N=C/c1cccc(O)c1,/,/,/,+,4.7*,6%,3%,0.6%,/,/,/
COCCn1c(SCC(=O)Nc2ccc(F)cc2)nc2ccccc2c1=O,/,/,/,i,1.1,1%,2%,1.8%,/,/,/
Cc1cc(=O)c(C(=O)O)cn1Nc1ccc(Cl)cc1,5%,-4,10,i,0.8,5%,-15%,1.6%,6%,-3.4%,1.1
O=C(Nc1ccc2oc(-c3ccncc3)nc2c1)c1c(F)c(F)c(F)c(F)c1F,3%,25,22,i,0.0,2%,1%,4.2%,5%,0.0%,1.2
Cc1cc(NC(=O)CSc2ncn[nH]2)no1,5%,-11,-11,i,0.0,3%,-5%,-1.2%,9%,-6.4%,1
COc1ccc(O)c(/C=N/NC(=S)Nc2cccc(S(=O)(=O)N(C)C)c2)c1,-15%,5,-1,i,0.6,-11%,22%,2.5%,-11%,-2.8%,2.5
O=C1OCC2=C1C(c1ccc(F)cc1)CC(=O)N2c1ccc(F)cc1 (stereo unspecified),-1%,1,14,i,0.6,3%,-7%,3.4%,-7%,-3.7%,1.1
Cc1cc(C(=O)COC(=O)[C@H](C)NC(=O)c2ccco2)c(C)n1Cc1ccco1,-9%,-7,0,i,0.1,18%,4%,2.2%,-11%,-17%,1.2
CC(C)c1ccc2c(c1)[C@H]1OCC[C@H]1[C@@H](c1cccs1)N2,21%,6,14,?,/,2%,-3%,-0.6%,14%,-5.0%,1.1
COc1cc(N=Nc2c(O)c3ccccc3[nH]c2=O)c(OC)cc1N=Nc1ccccc1,/,/,/,i,0.7,1%,0%,-0.5%,/,/,/
Cc1cc2nc(CCN(Cc3cccnc3)C(=S)Nc3ccccc3)[nH]c2cc1C,8%,10,8,i,1.6,0%,14%,1.4%,7%,-4.2%,1.2
CCSc1nc2ccccc2n1C(=O)/C=C/c1ccc(OC)c(OC)c1,-1%,-5,-13,?,/,0%,-5%,-2.0%,7%,-3.9%,1
CCC(C(=O)OCC(=O)Nc1cc(OC)ccc1OC)c1ccccc1 (stereo unspecified),-2%,27,-24,i,0.2,2%,-3%,1.9%,-3%,-1.2%,1

# 5 consecutive records already listed, for reference:
SMILES,PMI inhibition,WT yeast gro inh,WT yeast gro inh mutant strain,Myeloid diff 2,Myeloid diff 2 GFP+ MAC1+ %,Siah-1 displacement,Salmonella PhoP GFP,RSV CPE inhibition,human PMI inhibition,XIAP displacement,TNAP activators
CCOC(=O)C1CCN(c2c(C(=O)c3ccccc3)cnc3ccc(CC)cc23)CC1,9%,76*,72*,i,5.5,0%,6%,3.1%,0%,-6.3%,1
Cc1nn(C)c(C(=O)NNC(=S)NCc2ccco2)c1Cl,31%,23,1,i,0.3,-4%,6%,0.7%,44%,-12%,2.5
O=C(N/N=C/c1cccc(O)c1)N/N=C/c1cccc(O)c1,/,/,/,+,4.7*,6%,3%,0.6%,/,/,/
COCCn1c(SCC(=O)Nc2ccc(F)cc2)nc2ccccc2c1=O,/,/,/,i,1.1,1%,2%,1.8%,/,/,/
Cc1cc(=O)c(C(=O)O)cn1Nc1ccc(Cl)cc1,5%,-4,10,i,0.8,5%,-15%,1.6%,6%,-3.4%,1.1

# (further entries)
SMILES,PMI inhibition,WT yeast gro inh,WT yeast gro inh mutant strain,Myeloid diff 2,Myeloid diff 2 GFP+ MAC1+ %,Siah-1 displacement,Salmonella PhoP GFP,RSV CPE inhibition,human PMI inhibition,XIAP displacement,TNAP activators
CCc1ccccc1NC(=O)NNS(=O)(=O)c1cc(C)ccc1C,/,/,/,i,0.3,-1%,-5%,1.1%,/,/,/
O=C(Nc1ccc(N2CCCC2)cc1)c1ccccc1[N+](=O)[O-],/,/,/,i,0.9,-8%,8%,5.1%,/,/,/
COc1ccc(-c2cc(C(F)F)n3ncc(C(=O)N4CCN5CCCC5C4)c3n2)cc1 (stereo unspecified),2%,1,-3,i,0.3,3%,1%,0.0%,8%,-1.9%,1.1
C=CCSc1nccc(-c2cc(Cl)sc2Cl)n1,6%,23,31,i,0.7,0%,10%,1.5%,-1%,-2.7%,1
O=C(Nc1ccc2nc3n(c(=O)c2c1)CCCCC3)c1cc([N+](=O)[O-])ccc1F,/,/,/,?,/,-5%,3%,-1.6%,/,/,/
COc1ccc(C(=O)N2CCN(c3ccccn3)CC2)cc1,-12%,5,3,i,3.8,-2%,-2%,0.2%,-11%,-1.5%,0.9
CC[C@@]12C(=O)N(c3cccc(F)c3)C(=O)N1[C@H](c1cccc(C)c1)[C@@H]1C(=O)N(Cc3ccccc3)C(=O)[C@@H]12,/,/,/,i,1.6,-2%,11%,0.6%,/,/,/
CN(C)c1cccc(C(=O)NCc2ccc(Cl)cc2)c1,32%,0,-2,i,0.1,5%,8%,-0.4%,8%,-4.4%,1.1
CC(=O)Nc1ccc(-c2nnc(SCc3c(C)cc(C)cc3C)n2C)cc1,-11%,17,21,i,1.0,-1%,31%,1.2%,-5%,-2.1%,1.1
COc1ccc(S(=O)(=O)N(C)C)cc1NC(=O)[C@H](Cc1ccccc1)N1C(=O)c2ccccc2C1=O,-21%,-13,-5,i,0.7,1%,-2%,-0.1%,-8%,-1.0%,1.1
C/C(=C1/SC(=S)N(CCC(=O)O)C1=O)c1ccc(O)cc1,-11%,-2,1,i,2.0,1%,-3%,0.0%,-3%,1.1%,0.8
O=C(NCCS(=O)(=O)N1CCN(c2ccccc2F)CC1)c1ccc(Br)o1,/,/,/,i,2.9,2%,-5%,2.4%,/,/,/
CC(C)c1ccc(N2C(=O)CSC23C(=O)N2CCCc4cccc3c42)cc1 (stereo unspecified),-4%,-4,-3,i,8.8,-2%,-4%,-0.1%,-6%,-2.7%,1.3
CCc1ccccc1NC(=O)C1CCN(C(=O)c2cccs2)CC1,/,/,/,i,0.7,1%,1%,1.9%,/,/,/
O=C(c1c(F)cccc1F)N1CCCC(c2nc(-c3ccc(Cl)cc3)no2)C1 (stereo unspecified),/,/,/,i,0.3,2%,-2%,0.9%,/,/,/
COc1ccc(NC(=O)C2CCCNC2)cc1OCC(C)C (stereo unspecified),11%,11,3,i,0.2,2%,8%,-0.7%,-2%,-3.0%,1.1
CC(=O)N(C)c1ccc(NC(=O)c2cnn(C)c2)cc1,5%,-22,0,i,1.0,-1%,-1%,1.9%,3%,-3.7%,1.1
O=C(Nc1cccc(F)c1)C1C2C=CC3(CN(CCCN4CCOCC4)C(=O)C13)O2 (stereo unspecified),5%,12,-5,i,1.9,-1%,-6%,0.7%,8%,-7.6%,0.9
CCCCCc1cc(=O)oc2c(C(CCN(CC)CC)c3ccc(N(C)C)cc3)c(OC)cc(OC)c12 (stereo unspecified),/,/,/,?,/,-10%,10%,-3.9%,/,/,/
O=C(C(Cc1ccccc1)N1C(=O)C2C3CCC(C3)C2C1=O)N1CCCCC1 (stereo unspecified),-3%,14,8,i,0.6,1%,-1%,0.4%,4%,-0.3%,1.1
O=C(CN1CCN(c2cccc(Cl)c2)CC1)Nc1ccc([N+](=O)[O-])cc1C(=O)Nc1ccccc1F,-2%,0,3,i,0.0,13%,2%,0.3%,9%,9.8%,1.1
COc1ccc(Cl)cc1NC(=O)CCc1ccccc1,0%,9,4,i,0.1,0%,8%,6.7%,2%,-6.6%,1
Cc1cccc(NC(=O)CN2C(=O)N/C(=C\c3ccccc3OCc3ccc(C(=O)O)cc3)C2=O)c1,/,/,/,i,0.8,1%,1%,0.5%,/,/,/
Cc1cc(NS(=O)(=O)c2ccc(NC(=O)/C=C/c3cccc(Cl)c3)cc2)no1,/,/,/,i,1.0,-2%,1%,1.9%,/,/,/
COc1ccc(N2CCN(C(=O)CNC(=O)c3ccc(Br)o3)CC2)cc1,/,/,/,i,0.6,7%,-4%,0.8%,/,/,/
Clc1ccc(C(c2nnnn2C2CCCC2)N2CCN(Cc3ccncc3)CC2)cc1 (stereo unspecified),-26%,8,-3,i,0.7,3%,-5%,0.7%,-12%,-5.2%,1.1
C[C@@H]1CCC[C@H](C)N1NC(=O)c1ccc(Cl)c(S(N)(=O)=O)c1,1%,-11,-19,i,2.6,5%,1%,0.7%,-4%,-3.0%,1.1
CN(C)S(=O)(=O)c1cccc(NC(=S)N/N=C/C2CC=CCC2)c1 (stereo unspecified),-34%,3,12,i,0.8,8%,4%,2.5%,-16%,-16%,1.1

# Record cards, as listed above. Screens in order: PMI inhibition	WT yeast gro inh	WT yeast gro inh mutant strain	Myeloid diff 2	Myeloid diff 2 GFP+ MAC1+ %	Siah-1 displacement	Salmonella PhoP GFP	RSV CPE inhibition	human PMI inhibition	XIAP displacement	TNAP activators
# Listed for `Cc1cccc(NC(=O)CN2C(=O)N/C(=C\c3ccccc3OCc3ccc(C(=O)O)cc3)C2=O)c1` : /	/	/	i	0.8	1%	1%	0.5%	/	/	/
# Listed for `O=C(CN1CCN(c2cccc(Cl)c2)CC1)Nc1ccc([N+](=O)[O-])cc1C(=O)Nc1ccccc1F` : -2%	0	3	i	0.0	13%	2%	0.3%	9%	9.8%	1.1

# High-throughput results: PubChem BioAssay, several laboratories
